TrxR1 substrate: rat thioredoxin reductase 1 substrate activity | O89049 | purified TrxR1 substrate turnover, NADPH consumption readout | Potency, µM (top dose mostly 114 µM), for the others: top-dose activity change, negative = substrate turnover | 0.01% of 390,000 active | AID 588456; further: potency means the concentration at half of the fitted maximal effect; nearly all actives have a fitted effect of over 50% in size
Target sequence (O89049 whole entry, looked up): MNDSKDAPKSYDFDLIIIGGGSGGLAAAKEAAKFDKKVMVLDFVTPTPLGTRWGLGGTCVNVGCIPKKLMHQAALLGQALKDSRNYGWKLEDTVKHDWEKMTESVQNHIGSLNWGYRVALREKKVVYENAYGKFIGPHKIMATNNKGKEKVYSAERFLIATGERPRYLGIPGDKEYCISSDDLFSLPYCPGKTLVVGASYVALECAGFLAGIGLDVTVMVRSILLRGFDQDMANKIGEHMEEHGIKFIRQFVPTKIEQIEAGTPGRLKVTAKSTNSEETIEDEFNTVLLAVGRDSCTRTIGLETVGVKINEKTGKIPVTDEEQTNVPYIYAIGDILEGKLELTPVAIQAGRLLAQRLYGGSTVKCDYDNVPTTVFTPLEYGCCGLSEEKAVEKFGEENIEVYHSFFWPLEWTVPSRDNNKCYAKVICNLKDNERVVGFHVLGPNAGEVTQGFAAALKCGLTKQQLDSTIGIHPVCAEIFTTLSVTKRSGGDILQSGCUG
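Rat TrxR1, dispensed at 90 nM, was prereduced with 400 uM NADPH (final) for 5 min at ~22 deg C, then incubated with compound 15 min before 400 uM selenite. A first-read NADPH fluorescence drop versus no-compound background flagged substrates.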
PI4K2A block: inhibitors of human PI4K2A; activity change, negative = inhibition, % at 76.9 µM; Q9BTU6; purified PI4K2A, ADP-Glo luminescence, 1 h; hits give low values; AID 1346378; 0.13% of 420,000 active; in the data active means activity change below about -50%; inconclusive means mostly about -30% to -49%;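 further: -100% = wells without enzyme as full effect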
Target sequence (Q9BTU6 whole entry, looked up): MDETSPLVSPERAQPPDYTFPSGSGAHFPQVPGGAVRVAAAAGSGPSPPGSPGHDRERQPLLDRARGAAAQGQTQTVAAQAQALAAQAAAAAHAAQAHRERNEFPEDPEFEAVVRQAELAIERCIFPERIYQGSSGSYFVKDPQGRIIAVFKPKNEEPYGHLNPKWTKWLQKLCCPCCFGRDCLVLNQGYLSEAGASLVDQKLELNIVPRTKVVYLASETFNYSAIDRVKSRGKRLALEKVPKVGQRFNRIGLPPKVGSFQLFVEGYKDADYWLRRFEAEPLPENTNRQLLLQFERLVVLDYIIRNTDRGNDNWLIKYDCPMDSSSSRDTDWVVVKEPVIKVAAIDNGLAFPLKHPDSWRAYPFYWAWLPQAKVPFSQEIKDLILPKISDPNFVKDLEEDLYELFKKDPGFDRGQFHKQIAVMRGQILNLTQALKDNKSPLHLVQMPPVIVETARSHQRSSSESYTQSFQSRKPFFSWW
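In this quantitative HTS, ADP production by PI4K2A was quantified luminescently after 1 h at ambient temperature; 100 microM adenosine served as plate-quality control.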
rTrxR1 inhibitor: rat TrxR1 inhibition; O89049; recombinant rTrxR1, NADPH fluorescence consumption, selenite substrate; Potency, µM (top dose mostly 114 µM), for the others: top-dose activity change, negative = inhibition, usual class: inhibitors; 1% of 390,000 active; AID 588453; further: potency means the concentration at half of the fitted maximal effect; nearly all actives have a fitted effect of over 65% in size
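Rat TrxR1 (90 nM in the dispensed reagent) was pre-reduced with 400 uM NADPH for 5 min at room temperature, then incubated with compound for 15 min. After 400 uM selenite was added, NADPH fluorescence (Ex 340/Em 450 nm) was followed for 8 min.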
Starred values were filed as active, the others as inactive; ? = inconclusive; & = joins results of further samples; [ ] = another dose, or the depositor's remark. Unless noted, the call rests on the fitted dose curve; in most records, active means well fitted inhibition curve with a large enough effect; inconclusive means small, poorly fitted or top-dose-only effect; inactive means no such curve, though single readings can be large or run the other way. Unless noted, on the % scale 0 is the no-effect control and ±100 the full control effect. These rows are one share of the data, so the mix of outcomes need not match the whole.

SMILES	TrxR1 substrate	PI4K2A block	rTrxR1 inhibitor
CN(C)c1ccc(C(=C2C=CC(=[N+](C)C)C=C2)c2ccc(N(C)C)cc2)cc1	2.8%[0.0914 µM]	-59.0*	-13.9%
CC(=O)/C(C)=N/O	3.1%[57.1 µM]	-0.6	19.0%[57.1 µM]
COc1ccc(C2=Nn3c(nnc3-c3ccccc3OC)SC2)cc1OCC1CC1	-11.7%	2.2	-8.8%
CC1(C)c2[nH]c3ccccc3c2C[C@H]2C(=O)N(Cc3ccc(F)cc3)C(=O)N21	-0.7%[57.1 µM]	-3.5	3.9%[57.1 µM]
CCCCCCCCc1ccc(-c2ccc(C(=O)O)cc2)cc1	54.3%[activator][57.1 µM]	-0.8	59.7%[activator][57.1 µM]
O=C(O)[C@@H]1C[C@H](C(=O)O)N1	-2.0%[57.1 µM]	-4.5	118.9%[activator][57.1 µM]
CCOC(=O)CCCC(=O)Nc1ncnc2c1C(c1ccccc1)c1c(ccc3ccccc13)O2 (stereo unspecified)	5.8%	-7.7	27.0%[57.1 µM]
N[C@@H](CS(=O)O)C(=O)O	-0.9%[57.1 µM]	3.1	?
CCN(CC)CCCN(c1ccccc1)C1Cc2ccccc2C1	?	-4.7&-2.8	13.3%[57.1 µM]
CN(CC[C@@H](Oc1ccc(C(F)(F)F)cc1)c1ccccc1)CC(=O)O	-1.8%[57.1 µM]	6.4	-4.9%[57.1 µM]
Cc1nc(SCCc2nc3ccccc3[nH]2)c2oc3ccccc3c2n1	4.1%[57.1 µM]	-5.9	-13.6%
C[C@](N)(Cc1ccc(O)cc1)C(=O)O	5.6%[57.1 µM]	1.6	-0.8%[57.1 µM]
CCCCCCCCCCCCCCCCCC(=O)OC(CC(=O)O)C[N+](C)(C)C (stereo unspecified)	8.0%[57.1 µM]	2.6	19.6%[57.1 µM]
CN(C)c1cc2c(Nc3ccc4c(cnn4Cc4ccccc4)c3)ncnc2cn1	-3.1%[57.1 µM]	-9.1	-1.7%[57.1 µM]
C[C@](Cc1ccc(O)c(O)c1)(NN)C(=O)O	8.8%[57.1 µM]	3.6	?
O=C(O)C1CN(CCCP(=O)(O)O)CCN1 (stereo unspecified)	-0.2%[57.1 µM]	-2.3	12.4%[57.1 µM]
CCCCS(=N)(=O)CC[C@H](N)C(=O)O (stereo partly specified)	-2.2%[57.1 µM]	4.6	?
CCN(CC)CCNC(=O)c1ccc(NS(C)(=O)=O)cc1	4.6%[57.1 µM]	2.7	3.0%[57.1 µM]
CNS(=O)(=O)c1ccc2c(c1)C(=O)c1cc(S(=O)(=O)NC)ccc1CC2	12.7%[57.1 µM]	0.3	25.0%[57.1 µM]
COc1cc2nc(N3CCN(C(=O)OCc4ccccc4)C(C(=O)NC(C)(C)C)C3)nc(N)c2cc1OC (stereo unspecified)	178.4%[activator][57.1 µM]	3.7	34.5%[activator][57.1 µM]
CCn1nc(Cc2cccc3ccccc23)c(C#N)c1N	5.6%[57.1 µM]	2.1	22.5%
N[C@@H](CCC(=O)N[C@H](CSN=O)C(=O)NCC(=O)O)C(=O)O	7.7%[57.1 µM]	-1.2	8.9%[57.1 µM]
C[C@H](NC(=O)/C(C#N)=C/c1ccc(O)c(O)c1)c1ccccc1	5.6%[57.1 µM]	-10.9	?
CN1C2CCCC1CC(NC(=O)c1nn(C)c3ccccc13)C2 (stereo unspecified)	39.4%[activator][57.1 µM]	3.5&-5.1	17.0%[57.1 µM]
CCc1ccc2c(-c3cccc(Cl)c3)nc(=O)n(CC)c2n1	15.8%[57.1 µM]	0.2	2.8%[57.1 µM]
COc1ccc(C2=Nn3c(nnc3-c3ccccc3F)SC2)cc1OCC1CC1	6.0%[57.1 µM]	-2.1	20.8%[57.1 µM]
O=c1cc(-c2ccccc2F)[nH]c2cc3c(cc12)OCO3	78.2%[activator][57.1 µM]	0.9	12.0%[57.1 µM]
COc1ccccc1-c1nnc2n1N=C(c1ccc(OC(F)F)c(OCC3CC3)c1)CS2	-2.2%[57.1 µM]	-3.4	3.5%[57.1 µM]
COc1cc(/C=C(\C#N)C(=O)Nc2nnc(C(F)(F)F)s2)ccc1OCc1ccc(C(F)(F)F)cc1C(F)(F)F	?	0.1	-3.6%[57.1 µM]
CC(C)C[C@H](NC(=O)C1OC1C(=O)O)C(=O)NCCCCN=C(N)N (stereo partly specified)	6.0%[57.1 µM]	-3.9	12.2%[57.1 µM]
c1ccc2c(c1)CCC[C@H]2Nc1nc2ccccc2[nH]1	6.0%[57.1 µM]	-1.5	11.9%[57.1 µM]
CC[n+]1c(/C=C/C=C2/N(C)c3ccccc3C2(C)C)sc2ccccc21	7.6%[57.1 µM]	?	7.9%[57.1 µM]
Cc1ccc2c(c1)C(N1CCN(C)CC1)=Nc1cccnc1N2	19.5%[57.1 µM]	1.4	?
O=C1/C(=C/c2ccsc2)CC/C1=C\c1cccs1	6.3%[57.1 µM]	-4.2	2.8%[57.1 µM]
OCCNc1nc(Nc2ccc(Cl)cc2)nc(N2CCCC2)n1	10.0%[57.1 µM]	-5.2	18.3%[57.1 µM]
OCCNc1nc(Nc2cc(Cl)ccc2OC2CCCC2)nc(N2CCCC2)n1	2.0%[57.1 µM]	5.5	8.5%[57.1 µM]
CC1(C)c2[nH]c3ccccc3c2C[C@H]2C(=O)N(Cc3ccccc3)C(=O)N21	1.9%	-1.1	25.3%
CC1(C)c2[nH]c3ccccc3c2C[C@@H]2C(=O)N(c3cc(F)ccc3F)C(=O)N21	-8.1%	-2.8	4.3%
Cc1cc(N2CCOCC2)nc2ccc(NC(=O)C3CCCCC3)cc12	120.7%[activator]	-0.1	29.1%
COc1cc([C@@H]2c3cc4c(cc3[C@H](O)C3COC(=O)[C@@H]32)OCO4)cc(OC)c1OC (stereo partly specified)	8.2%[57.1 µM]	0.8	13.4%[57.1 µM]
NC/C=C\C(=O)O	7.5%[57.1 µM]	0.3	8.1%[57.1 µM]
Cc1cc(Cn2cnc3c2C[C@@H](C(=O)O)N(C(=O)C(c2ccccc2)c2ccccc2)C3)ccc1N	6.8%[57.1 µM]	-4.9	12.5%[57.1 µM]
CC(C)C[C@H](NC(=O)[C@@H](O)[C@H](N)Cc1ccccc1)C(=O)O	2.1%[57.1 µM]	1.5	-0.8%[57.1 µM]
C[C@@]1(C2CCCC2)Cc2cc(OCC(=O)O)c(Cl)c(Cl)c2C1=O	4.7%[57.1 µM]	-0.8	4.0%[57.1 µM]
O=C(O)CCCC[C@@H]1CCSS1	9.2%[57.1 µM]	2.7	14.8%[57.1 µM]

Looked up one by one from above:
SMILES	TrxR1 substrate	PI4K2A block	rTrxR1 inhibitor
c1ccc2c(c1)CCC[C@H]2Nc1nc2ccccc2[nH]1	6.0%[57.1 µM]	-1.5	11.9%[57.1 µM]
CC1(C)c2[nH]c3ccccc3c2C[C@@H]2C(=O)N(c3cc(F)ccc3F)C(=O)N21	-8.1%	-2.8	4.3%
OCCNc1nc(Nc2cc(Cl)ccc2OC2CCCC2)nc(N2CCCC2)n1	2.0%[57.1 µM]	5.5	8.5%[57.1 µM]
Cc1cc(Cn2cnc3c2C[C@@H](C(=O)O)N(C(=O)C(c2ccccc2)c2ccccc2)C3)ccc1N	6.8%[57.1 µM]	-4.9	12.5%[57.1 µM]
OCCNc1nc(Nc2ccc(Cl)cc2)nc(N2CCCC2)n1	10.0%[57.1 µM]	-5.2	18.3%[57.1 µM]

(cont.)
SMILES	TrxR1 substrate	PI4K2A block	rTrxR1 inhibitor
CCCCCCCCCCCCCCSCC(=O)O	?	2.5	?
Nc1c(S(=O)(=O)O)cc(Nc2ccc(Nc3nc(Cl)nc(Nc4ccc(S(=O)(=O)O)cc4)n3)c(S(=O)(=O)O)c2)c2c1C(=O)c1ccccc1C2=O	5.1%[57.1 µM]	?	?
CC(=O)SC1CC2=CC(=O)CC[C@]2(C)C2CC[C@@]3(C)C(CC[C@@]34CCC(=O)O4)C12 (stereo partly specified)	12.6%[57.1 µM]	-0.5	21.1%[57.1 µM]
O=C(c1ccc(OCCCc2cnc[nH]2)cc1)C1CC1	-4.7%[57.1 µM]	-0.7	-9.8%[57.1 µM]
N=C(N)SCCc1ccc(CCSC(=N)N)cc1	1.4%[57.1 µM]	4.2	0.9%[57.1 µM]
CCc1c(C(=O)NCCc2ccc(N3CCCCC3)cc2)[nH]c2ccc(Cl)cc12	9.5%[57.1 µM]	0.1	12.3%[57.1 µM]
NCCCCCCCCCCN	5.8%[57.1 µM]	3.5	?
N#Cc1cc([N+](=O)[O-])c2sc(C(N)=O)[n+]([O-])c2c1	-2.1%[57.1 µM]	-9.6	30.5%[activator][57.1 µM]
Nc1ncnc2c1nc(Br)n2C1OC2COP(=O)(O)O[C@@H]2C1O (stereo partly specified)	-0.1%[57.1 µM]	-7.7	-3.2%[57.1 µM]
CCN(CC)CCCC(C)Nc1ccnc2cc(Cl)ccc12 (stereo unspecified)	8.0%[57.1 µM]	0.0	13.1%[57.1 µM]
Clc1ccc2c(c1)N=C(N1CCNCC1)c1ccccc1N2	11.6%[57.1 µM]	1.1	?
CCN(CC)C(C)CN1c2ccccc2Sc2ccccc21 (stereo unspecified)	4.0%[57.1 µM]	-0.4&2.8	?
COC(=O)C1=C(C)NC(C)=C(C(=O)OC(C)(C)CN(C)CCC(c2ccccc2)c2ccccc2)C1c1cccc([N+](=O)[O-])c1 (stereo unspecified)	0.6%[57.1 µM]	3.3&0.1	7.7%[57.1 µM]
COc1c(F)cc2[nH]c3c(c2c1F)CCNC3=O	58.9%[activator]	0.0	18.5%
O=c1[nH]c2cc(Cl)c(Cl)cc2[nH]c1=O	52.7%[activator][57.1 µM]	-0.7	11.8%[57.1 µM]
CC(C)(C)n1ncc2c(=O)n(Cc3cccc(Cn4cnc5c(cnn5C(C)(C)C)c4=O)c3F)cnc21	-1.6%	1.1	26.1%
CSc1nc(N)c2ncn([C@@H]3O[C@H](COP(=O)(O)OP(=O)(O)OP(=O)(O)O)[C@@H](O)[C@H]3O)c2n1	7.3%[57.1 µM]	0.3	13.6%[57.1 µM]
NC(=O)c1cc[n+](CC2=C(C(=O)O)N3C(=O)[C@@H](NC(=O)[C@@H](c4ccccc4)S(=O)(=O)[O-])[C@H]3SC2)cc1	13.3%[57.1 µM]	3.5	44.7µM*
COc1ccc2[nH]c3c(c2c1)CCNC3=O	96.9%[activator][57.1 µM]	-3.4	45.9%[activator][57.1 µM]
Nc1nc(Cl)nc2c1ncn2[C@@H]1O[C@H](COP(=O)(O)OP(=O)(O)OP(=O)(O)O)[C@@H](O)[C@H]1O	-0.9%[57.1 µM]	-3.6	-7.6%[57.1 µM]
Cc1cccc(/C=C/c2ccccc2)n1	1.0%[57.1 µM]	-18.7	-6.1%[57.1 µM]
Cc1nc(SCc2nc3ccc(Cl)cc3[nH]2)c2oc3ccccc3c2n1	9.4%[57.1 µM]	-1.4	27.1%[57.1 µM]
Cn1ncc(S(=O)(=O)Cc2ccccc2)c(Br)c1=O	20.8%[57.1 µM]	4.9	0.947µM*
CN1Cc2sccc2C(c2ccc(O)c(O)c2)C1 (stereo unspecified)	11.9%[57.1 µM]	-1.1	?
Cc1nc(SCc2nc3ccc(F)cc3[nH]2)c2oc3ccccc3c2n1	6.5%	-0.8	14.0%[57.1 µM]
COc1c(O)cccc1[C@H](O)C1CCN(CCc2ccc(F)cc2)CC1	4.8%[57.1 µM]	-1.9	20.1%[57.1 µM]
CSC(N)=NCCC[C@H](N)C(=O)O	6.5%[57.1 µM]	0.5	18.1%[57.1 µM]
NC(N)=NCCCCN=C(N)N	11.5%[57.1 µM]	3.0	12.5%[57.1 µM]
CC1C(=O)N(C)C(=O)c2nc[nH]c21 (stereo unspecified)	6.6%[57.1 µM]	5.3	10.2%[57.1 µM]
N[C@@H](CCCC(=O)O)C(=O)O	-1.8%[57.1 µM]	0.3	?
COc1ccc(C2=Nn3c(nnc3-c3ccccc3Cl)SC2)cc1OC1CCCC1	-11.4%	0.3	7.08µM*
CN1CC(O)C(O)C(O)C1CO (stereo unspecified)	7.6%[57.1 µM]	-0.2	14.8%[57.1 µM]
C[C@H](NC(=O)CCC1CCC(=O)N1)c1ccccc1 (stereo partly specified)	12.4%	-6.8	23.1%
NCCS(=O)O	2.2%[57.1 µM]	4.1	-11.6%[57.1 µM]
CC(=O)N[C@H](C(=O)O)C(C)(C)SN=O	11.8%[57.1 µM]	-7.0	16.8%&2.2%[57.1 µM]
O=[N+]([O-])c1ccc(-c2nc(-c3ccc(F)cc3)c(-c3ccncc3)[nH]2)cc1	?	-8.4	-7.3%[57.1 µM]
Cc1[nH]c(=O)c(C#N)cc1-c1ccc2nccn2c1	6.1%[57.1 µM]	-3.7&-9.3	?
OC[C@H]1O[C@@H](n2cnc3cncnc32)[C@H](O)[C@@H]1O	0.4%[57.1 µM]	0.1	0.1%[57.1 µM]
CC(C)(C)n1ncc2c(=O)n(Cc3cc(F)c(Cl)cc3Cl)cnc21	7.0%&9.4%	-3.7	14.3%&18.4%
O=c1[nH]c(=S)[nH]c(-c2ccccc2)c1Cc1c(O)ccc2ccccc12	?	-2.6	5.6%[57.1 µM]
